D1 antag – human D1 dopamine receptor antagonism. 360,000 compounds, 3.2% hits. P21728. HEK293 TREx D1 cells, calcium flux, dopamine EC80; active compounds read low. activity change, negative = inhibition, % at 10 µM; in the data active = activity change below about -30%; also: % is scaled to controls: 0 for no effect and ±100 for the full control effect
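After overnight tetracycline induction at 30 C, force-coupled D1 HEK293 cells took up a no-wash calcium dye at room temperature. Compounds were added and monitored 180 s, and the response to EC80 dopamine was then recorded.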
D2 antagonist – antagonizes the human D2 dopamine receptor; 340,000 compounds, 2% hits; HEK293 TREx D2 cells, calcium flux, dopamine EC80; inhibition, % at 10 µM; AID 485344; P14416; in the data active = inhibition above about 30%; also: 0% is about no effect
Target sequence (P14416 whole entry, looked up): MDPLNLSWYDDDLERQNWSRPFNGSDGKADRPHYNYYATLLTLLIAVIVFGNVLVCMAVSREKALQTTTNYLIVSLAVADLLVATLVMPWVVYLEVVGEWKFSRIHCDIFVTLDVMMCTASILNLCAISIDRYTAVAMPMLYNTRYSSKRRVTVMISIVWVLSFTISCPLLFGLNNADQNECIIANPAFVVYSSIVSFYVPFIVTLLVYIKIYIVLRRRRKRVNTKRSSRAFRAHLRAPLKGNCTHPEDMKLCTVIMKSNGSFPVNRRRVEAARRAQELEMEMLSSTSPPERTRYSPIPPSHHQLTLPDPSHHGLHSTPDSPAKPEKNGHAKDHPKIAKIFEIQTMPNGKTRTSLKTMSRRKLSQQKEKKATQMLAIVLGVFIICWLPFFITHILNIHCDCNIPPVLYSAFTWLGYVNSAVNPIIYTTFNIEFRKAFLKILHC
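In this primary screen, negative modulation is detected by tracking calcium flux after an EC80 dopamine challenge in inducible HEK293 T-REx D2 cells preexposed to test compound for 180 s.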
RXFP1 antagonist – RXFP1 (human) relaxin receptor antagonism; Q9HBX9; activity change, negative = inhibition, % at 57.5 µM; 350,000 compounds, 0.59% hits; AID 1259400; HEK293-RXFP1, relaxin-stimulated cAMP HTRF, 30 min; active compounds read low;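 active = activity change of -60% or lower, but not beyond a set lower limit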; also: % is scaled to controls: 0 for no effect and ±100 for the full control effect
D1 PAM – potentiators of human D1 dopamine receptor; HEK293 TREx D1 cells, calcium flux, dopamine EC20 potentiation; potentiation, % at 10 µM; 360,000 compounds, 0.036% hits; in the data active = potentiation above about 30%; also: 0% is about no effect
TRHR ag – agonists of human TRH receptor. P34981. TRHR cells, calcium flux fluo-8, FDSS agonist mode. activation, % at 2 µM. 360,000 compounds, 0.18% hits. AID 493084; also: 0% is about no effect
Target sequence (P34981 whole entry, looked up): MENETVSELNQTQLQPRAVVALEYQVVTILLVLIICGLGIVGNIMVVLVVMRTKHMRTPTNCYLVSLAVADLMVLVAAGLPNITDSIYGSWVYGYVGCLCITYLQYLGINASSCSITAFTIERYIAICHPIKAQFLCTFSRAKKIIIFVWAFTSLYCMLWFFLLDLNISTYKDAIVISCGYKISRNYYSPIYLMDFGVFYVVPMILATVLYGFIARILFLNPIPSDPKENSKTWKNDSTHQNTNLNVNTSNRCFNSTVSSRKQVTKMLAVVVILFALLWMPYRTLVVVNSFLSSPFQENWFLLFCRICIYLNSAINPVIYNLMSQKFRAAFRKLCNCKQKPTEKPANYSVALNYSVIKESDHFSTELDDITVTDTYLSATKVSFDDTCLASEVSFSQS
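Agonist-mode FDSS calcium read (Ex 480/Em 530, 1 s cycles) in 1536-well TRHR cells with fluo-8 dye, after 10-cycle baseline and 23 nL compound addition; TRH at EC20 (10 nM final) added afterwards for the enhancer phase.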
D2 PAM – positive allosteric modulators of human D2 dopamine receptor; HEK293 T-REx D2, calcium flux, EC20 dopamine potentiation; 340,000 compounds, 0.34% hits; AID 485347; P14416; potentiation, % at 10 µM;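 active = potentiation over 3 SD above the plate norm, cut at about 30% in these data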; also: 0% is about no effect
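Calcium flux readout, no-wash dye, 1 read/s. Inducible HEK293 Trex D2 line, overnight 30 C. Compound alone 180 s (agonist flags), then EC20 dopamine, another 180 s to score potentiation.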
D1 agonist – human D1 receptor agonism; HEK293 T-REx D1 cells, calcium flux, agonist mode; activation, % at 2 µM; 360,000 compounds, 1% hits; AID 504660; also: 0% is about no effect
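Tetracycline-induced HEK293 TREx D1 cells, force-coupled to calcium signalling, were dye-loaded with a no-wash calcium kit. Compound was pin-added after a 10 s baseline. Fluorescence was read kinetically at 1 cycle/s for 180 s, with calcium rises flagged as agonism.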
D2 ag – activates the human D2 dopamine receptor | P14416 | HEK293 T-REx D2 cells, calcium flux agonist mode | activation, % at 2 µM | 340,000 compounds, 0.53% hits;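 active = activation over 3 SD above normal in the single-dose calcium agonist read, cut at about 30% in these data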; also: 0% is about no effect
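Tetracycline-induced HEK293 Trex cells with D2 receptor force-coupled to calcium signaling, plated overnight at 30 C and loaded with no-wash calcium dye. Calcium flux read kinetically for 180 s after compound addition; responses flag agonists.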
TRHR enhancer – TRH receptor (human) allosteric enhancement. P34981. TRHR cells, fluo-8 calcium fluorescence, EC20 TRH enhancement. enhancement, % at 2 µM. 360,000 compounds, 0.66% hits. AID 493056; in the data active = enhancement above about 30%; also: 0% is about no effect
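TRHR-expressing cells loaded with fluo-8 calcium dye were read kinetically (ex 480/em 530) during compound addition, then stimulated with an EC20 of TRH (10 nM final). Enhancement of the Gq-mediated intracellular calcium response was scored.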
Starred values were filed as active, the others as inactive; nt = no result given. Rule as the data show it, unless noted: active = activation above about 30%; inactive = the rest.

Abbreviations – A = D1 antag; B = D2 antagonist; C = RXFP1 antagonist; D = D1 PAM; E = TRHR ag; F = D2 PAM; G = D1 agonist; H = D2 ag; I = TRHR enhancer
O=[N+]([O-])c1ccccc1S(=O)(=O)N1CCN(C2CCN(Cc3ccccc3)CC2)CC1
  A = -8.4; B = 1.2; C = -9.5; D = -1.6; E = 1.4; F = -1.8; G = 0.8; H = 0.4; I = 31.1*
COc1ccccc1NC(=O)N1CCN(c2cc(-c3ccccc3)nc3ncnn23)CC1
  A = -54.4*; B = 11.1; C = -2.2; D = 2.0; E = -0.6; F = -12.8; G = 0.0; H = -1.2; I = -1.2
CCCCCOc1ccc(C(=O)Nc2ccc(S(=O)(=O)Nc3cc(C)on3)cc2)cc1
  A = -24.9; B = 5.9; C = -3.1; D = nt; E = -2.0; F = 5.3; G = 10.6; H = -1.1; I = 2.1
COc1ccc(-n2c(SCC(=O)NCC3CCCO3)nc3n[nH]c(C)c3c2=N)cc1 (stereo not drawn)
  A = 0.9; B = -17.1; C = -4.4; D = -2.1; E = -0.5; F = 12.4; G = 5.1; H = -0.2; I = -3.9
C/C(=N/NS(=O)(=O)c1ccc(C)cc1)c1cccc(NC(=O)c2cccc(Cl)c2)c1
  A = -1.5; B = -0.8; C = 1.0; D = 0.1; E = -0.5; F = -7.0; G = 1.4; H = 0.1; I = -1.2
O=C(Nc1ccc(S(=O)(=O)N2CCCCC2)cc1)c1ccccc1F
  A = -12.4; B = -1.9; C = -0.6; D = -7.3; E = -0.7; F = -7.4; G = 4.0; H = 0.0; I = -0.5
CC(=O)c1c(C)[nH]c(C(=O)OCC(=O)Nc2sc3c(c2C#N)CCC(C)C3)c1C (stereo not drawn)
  A = -1.5; B = nt; C = -19.3; D = -1.2; E = 0.4; F = nt; G = 3.7; H = nt; I = 1.2
Fc1ccc(-c2cn(-c3ccccc3)c3[n+]2CCS3)cc1
  A = -3.3; B = -2.1; C = -32.0; D = 2.0; E = 0.1; F = 13.2; G = 0.4; H = 0.6; I = 3.9
COCCCNc1nc2ccccc2nc1NS(=O)(=O)c1ccc(Cl)cc1
  A = -5.6; B = 6.3; C = 10.1; D = 9.9; E = -0.1; F = 4.5; G = 2.4; H = -0.5; I = 15.5
CCN(CC)C(=O)C1=C(C)Nc2nc3ccccc3n2C1c1ccc(Cl)cc1 (stereo not drawn)
  A = 5.5; B = nt; C = nt; D = 1.8; E = 0.0; F = 11.5; G = -0.9; H = 0.2; I = 7.3
O=C(CNC(=O)c1ccc(Br)o1)NCc1ccc2c(c1)OCO2
  A = -12.6; B = -2.6; C = -3.7; D = 3.0; E = 0.5; F = -8.4; G = 9.1; H = 0.3; I = -2.6
Cc1ccc2c(c1)N(CC(=O)NCCc1c[nH]c3ccccc13)C(=O)CO2
  A = 23.4; B = 12.0; C = -29.7; D = 2.9; E = -0.2; F = 60.2*; G = 0.1; H = 0.7; I = -3.0
CSc1ccc(CCNC(=O)C2CCCN(c3nn4c(=O)cc(C)nc4s3)C2)cc1 (stereo not drawn)
  A = -12.6; B = 3.3; C = -5.0; D = -14.2; E = -0.8; F = 4.8; G = 2.1; H = -1.4; I = -7.5
O=C(Nc1ccccc1)C1=C(O)CC(c2ccoc2)CC1=Nc1ccccc1 (stereo not drawn)
  A = -5.7; B = 5.0; C = -4.3; D = -0.6; E = 0.0; F = 2.1; G = 3.9; H = 0.4; I = -1.4
COc1ccc(C(=O)Oc2c(CN3CCOCC3)cc(Cl)c3cccnc23)cc1
  A = 13.0; B = 17.5; C = -25.5; D = 4.5; E = -0.8; F = 11.6; G = 1.8; H = 0.1; I = 0.2
Cc1csc(SCC(=O)Nc2cc(S(=O)(=O)N3CCCC3)ccc2Cl)n1
  A = -6.0; B = -19.6; C = 0.5; D = -1.9; E = 1.6; F = -1.6; G = 2.2; H = -2.0; I = -4.3
Cc1cccc(C(=O)NC(=S)Nc2ccc3[nH]c(=O)[nH]c3c2)c1
  A = -0.5; B = 9.7; C = -8.2; D = -1.6; E = 0.4; F = -7.9; G = 1.1; H = 1.1; I = 7.4
CC12CCC(C(=O)NCCN3CCCCC3)(CC1=O)C2(C)C (stereo not drawn)
  A = 0.4; B = -9.0; C = -16.5; D = 6.3; E = -0.4; F = 5.7; G = 3.9; H = -0.3; I = 0.0
COc1cc(S(=O)(=O)N2CCOCC2)cc(C(=O)OCC(=O)NC2CCCCC2)c1OC
  A = 11.8; B = -11.3; C = -6.8; D = -2.2; E = 0.0; F = -11.6; G = -0.3; H = 2.4; I = 6.2
CC(C)(C)C(=O)Nc1ccc(-c2csnn2)cc1
  A = 4.3; B = -1.8; C = 4.2; D = -1.9; E = 0.4; F = -1.7; G = 1.1; H = 0.9; I = -4.3
COc1ccccc1-c1cc(C(=O)NCc2ccco2)no1
  A = -6.0; B = 7.2; C = -8.5; D = -9.1; E = -1.0; F = -23.4; G = 1.5; H = -2.2; I = 8.6
N#CC[C@H](Cc1ccccc1)N1CCN(CCc2ccccc2)CCC1=O
  A = -11.5; B = 33.6*; C = nt; D = 1.1; E = 0.4; F = -16.8; G = 1.0; H = 49.6*; I = -0.6
Cn1c(SCc2cccc([N+](=O)[O-])c2)nc2c(c1=O)SCC2
  A = -28.8; B = -34.0; C = 9.6; D = -3.6; E = -0.6; F = 3.4; G = 7.5; H = -0.6; I = -1.3
COC(=O)CSC1=C(C#N)C(c2ccccc2)CC(=O)N1 (stereo not drawn)
  A = 1.6; B = 5.7; C = 16.3; D = -5.5; E = -0.1; F = nt; G = 6.7; H = -2.9; I = -2.9
COc1ccc(N2CCN(C(CNC(=O)C(=O)NCC3CCCO3)c3ccco3)CC2)cc1 (stereo not drawn)
  A = 3.0; B = -3.6; C = nt; D = 1.5; E = 0.7; F = 6.7; G = 2.6; H = 1.5; I = -1.6

Random excerpt: 5 entries already listed, in no set order.
Abbreviations – A = D1 antag; B = D2 antagonist; C = RXFP1 antagonist; D = D1 PAM; E = TRHR ag; F = D2 PAM; G = D1 agonist; H = D2 ag; I = TRHR enhancer
Cc1cccc(C(=O)NC(=S)Nc2ccc3[nH]c(=O)[nH]c3c2)c1
  A = -0.5; B = 9.7; C = -8.2; D = -1.6; E = 0.4; F = -7.9; G = 1.1; H = 1.1; I = 7.4
O=[N+]([O-])c1ccccc1S(=O)(=O)N1CCN(C2CCN(Cc3ccccc3)CC2)CC1
  A = -8.4; B = 1.2; C = -9.5; D = -1.6; E = 1.4; F = -1.8; G = 0.8; H = 0.4; I = 31.1*
Cc1csc(SCC(=O)Nc2cc(S(=O)(=O)N3CCCC3)ccc2Cl)n1
  A = -6.0; B = -19.6; C = 0.5; D = -1.9; E = 1.6; F = -1.6; G = 2.2; H = -2.0; I = -4.3
O=C(CNC(=O)c1ccc(Br)o1)NCc1ccc2c(c1)OCO2
  A = -12.6; B = -2.6; C = -3.7; D = 3.0; E = 0.5; F = -8.4; G = 9.1; H = 0.3; I = -2.6
COC(=O)CSC1=C(C#N)C(c2ccccc2)CC(=O)N1 (stereo not drawn)
  A = 1.6; B = 5.7; C = 16.3; D = -5.5; E = -0.1; F = nt; G = 6.7; H = -2.9; I = -2.9

New compounds follow:
Abbreviations – A = D1 antag; B = D2 antagonist; C = RXFP1 antagonist; D = D1 PAM; E = TRHR ag; F = D2 PAM; G = D1 agonist; H = D2 ag; I = TRHR enhancer
O=C(CCNS(=O)(=O)c1ccc(Br)cc1)NC1CCN(Cc2ccccc2)CC1
  A = -17.2; B = nt; C = -4.3; D = -5.2; E = 0.0; F = nt; G = 17.5; H = nt; I = -2.2
O=C(N/N=C/c1coc2ccccc2c1=O)c1cccc([N+](=O)[O-])c1
  A = -1.2; B = -11.1; C = 1.9; D = -7.5; E = 0.3; F = 2.1; G = 0.8; H = 2.3; I = 61.3*
O=C1CSC(=Nc2ccc(Cl)cc2)N1Cc1cccnc1
  A = -9.9; B = 2.8; C = -13.7; D = 6.0; E = -0.1; F = -14.3; G = 2.6; H = 0.0; I = -0.3
O=C(NC1CCCCCC1)C(=O)NC1CC1
  A = -2.2; B = 8.4; C = -2.7; D = 0.1; E = -0.8; F = 3.5; G = 2.3; H = 0.0; I = -0.4
Cc1c(C)n(Cc2ccc(F)cc2)c2ccc(C(=O)NCc3ccco3)cc12
  A = -75.0*; B = nt; C = -11.6; D = -7.8; E = -0.3; F = nt; G = 6.0; H = 0.8; I = -5.8
O=C(NC(=S)Nc1ccc(N2CCCCC2)cc1)c1ccc2c(c1)OCCO2
  A = -3.3; B = -14.7; C = -12.7; D = 4.4; E = 0.7; F = 1.2; G = 3.0; H = -0.7; I = -1.0
COc1cc(OC)c(NS(=O)(=O)c2c(C)nc3sc(C)cn3c2=O)cc1Cl
  A = -4.9; B = nt; C = -15.2; D = -2.7; E = 0.2; F = 3.1; G = 9.0; H = 1.0; I = -0.9
Cc1ccc(NC(=O)C(=O)NCC2(c3ccccc3)CCCC2)cc1Cl
  A = -1.4; B = nt; C = -23.8; D = 5.5; E = 1.2; F = -2.7; G = -0.2; H = 1.2; I = 0.7
O=C(NC(=S)N1CCc2ccccc21)c1ccccc1
  A = 0.1; B = 4.4; C = -26.2; D = 7.0; E = -0.4; F = -3.5; G = 1.8; H = 0.1; I = -5.4
O=C(Nc1cc(-c2nc3ncccc3o2)ccc1Cl)c1ccc2c(c1)OCO2
  A = 0.1; B = -3.0; C = 9.7; D = 0.5; E = -0.4; F = 12.9; G = 0.6; H = -0.7; I = -0.8
Cc1ccc(S(=O)(=O)C2(S(=O)(=O)c3ccc(C)cc3)CCCC2)cc1
  A = -3.0; B = -7.7; C = -8.2; D = -0.8; E = -0.6; F = -0.2; G = -0.5; H = -0.4; I = 2.3
O=C(NCC1CCCO1)c1onc(CSc2ccccc2)c1C(=O)O (stereo not drawn)
  A = 3.7; B = -5.6; C = nt; D = -0.6; E = -0.5; F = -8.6; G = -1.9; H = 0.2; I = -0.3
O=C(NCc1cccnc1)C1COc2ccccc2O1 (stereo not drawn)
  A = -16.2; B = nt; C = -7.1; D = -5.2; E = -0.5; F = nt; G = 3.6; H = nt; I = -2.7
O=C(NNC1CC(=O)N(c2ccc3c(c2)OCCO3)C1=O)c1ccccc1 (stereo not drawn)
  A = -14.1; B = 13.3; C = -11.2; D = -1.1; E = -0.6; F = 11.9; G = -0.2; H = -1.1; I = -0.8
Cc1ccc(C)c(SCC(=O)NCC(c2ccco2)N2CCCCC2)c1 (stereo not drawn)
  A = -4.1; B = -6.3; C = -4.2; D = -7.7; E = -0.6; F = 3.4; G = 11.3; H = 0.1; I = 5.2
O=C(CSc1ccc(C(F)(F)F)cc1[N+](=O)[O-])Nc1ccccc1
  A = -12.8; B = nt; C = -13.3; D = -8.5; E = -1.0; F = nt; G = 37.2*; H = nt; I = -0.5
